TAAR1 antagonist: human TAAR1 antagonism. Q96RJ0. CHO RD-HGA16 TAAR1, Fluo-8 calcium fluorescence, antagonist. inhibition, % at 3 µM. 1.5% of 360,000 active;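 active = inhibition above a per-plate cutoff, the mean inhibition of test compounds on that plate plus 3 SD, cut at about 49% in these data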;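 note: 0% = DMSO plus EC80 beta-PEA response and 100% = DMSO alone without agonist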
Target sequence (Q96RJ0 whole entry, looked up): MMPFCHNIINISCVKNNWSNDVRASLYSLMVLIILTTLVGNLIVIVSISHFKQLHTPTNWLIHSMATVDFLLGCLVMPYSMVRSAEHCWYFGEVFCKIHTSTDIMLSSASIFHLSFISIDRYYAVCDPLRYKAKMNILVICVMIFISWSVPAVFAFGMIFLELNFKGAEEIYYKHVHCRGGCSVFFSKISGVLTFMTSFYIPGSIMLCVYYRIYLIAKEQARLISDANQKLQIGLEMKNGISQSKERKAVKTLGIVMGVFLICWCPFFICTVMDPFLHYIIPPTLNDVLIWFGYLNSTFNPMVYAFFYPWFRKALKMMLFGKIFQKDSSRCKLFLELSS
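Assay system: RD-HGA16 CHO cells with stable hTAAR1 and Gα16 / Reagent: EC80 β-phenethylamine stimulus / Doses: 3 µM, single point / Timing: dye loading 75 min at 37 °C, then 30 min room temperature / Measured by: Fluo-8 intracellular calcium dye fluorescence, real-time kinetic reads / Controls: vehicle wells and EC80 agonist wells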
TAAR1 agonist: human TAAR1 agonism | Q96RJ0 | CHO RD-HGA16 TAAR1, Fluo-8 calcium fluorescence; vehicle wells 0%, saturating PEA agonist 100% | activation, % at 3 µM | 0.99% of 360,000 active | AID 624467;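 active = activation above the mean activation of all test compounds in the run plus 3 SD, cut at about 38% in these data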
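System: CHO-derived RD-HGA16 cells with stable Gα16 and human TAAR1. Times: 17-24 h plating, Fluo-8 75 min 37 °C, 30 min RT. Measured by: calcium-sensitive Fluo-8 signal, excitation 470-495, emission 515-575 nm. Read-out basis: % activation relative to PEA EC100 response. Control set: DMSO and PEA EC100. Repeats: no replicates (n 1).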
* hit, by the source's call. A portion of the library; count on the stated rates, not on these rows.

SMILES	TAAR1 antagonist	TAAR1 agonist
Nc1sccc1C(=O)NCc1ccccc1	-9.6	18.1
C[C@@H]1CN([C@H](C)CO)C(=O)c2cc(NS(=O)(=O)c3ccccc3)ccc2O[C@@H](C)CCCCO[C@@H]1CN(C)Cc1ccc(Cl)c(Cl)c1	-32.5	7.6
CCOc1ccc(CCN2C(=O)C(=O)N([C@@H](CC(C)C)CN3CCC[C@H]3CN3C(=O)C(=O)NC[C@@H]3CC(C)C)C[C@@H]2Cc2ccccc2)cc1	5.4	-1.4
CCOC(=O)[C@]12CCCC=C1N(Cc1cccc3ccccc13)C(=O)[C@H](CC(=O)NCC13CC4CC(CC(C4)C1)C3)C2	-11.8	-0.2
CCC(=O)N[C@H]1C=C[C@H](CC(=O)OC)O[C@@H]1CO	7.3	0.1
O=C(CC1CCCC1)N[C@H](C(=O)N1CCC[C@H]1C(=O)NC1CCCC1)c1ccccc1	-8.2	-0.1
C=CCC(NC(=O)N(C)C)(C(C)=O)C(=O)OC (stereo not given)	-35.8	3.5
CO[C@H]1CN(C)C(=O)c2ccc(NC(=O)C3CCC3)cc2OC[C@H](C)N(Cc2ccccn2)C[C@@H]1C	-28.2	1.4
C[C@@H](c1ccccc1)N1C[C@@H](COCc2ccccc2)Oc2cc(N3CC[C@@H](N(C)C)C3)ccc2S1(=O)=O	6.5	10.4
CC1=C(C(=O)N(C(C)C)C(C)C)CC(CC(=O)NCC2CCCCC2)C(=O)N1Cc1ccc(C(C)(C)C)cc1 (stereo not given)	-14.1	-1.8
COC(=O)c1ccc2nc(-c3ccco3)c(Cc3cccc(Cl)c3)n2c1	-18.7	-1.8
O=C(NN=Cc1ccco1)C(=O)Nc1cccc(C(F)(F)F)c1	8.0	3.5
CN1CCCCC(NC(=O)c2cccc(F)c2)C1=O (stereo not given)	2.9	1.1
CC1=C(C(=O)N2CCOCC2)CC(CC(=O)NCCc2ccccn2)C(=O)N1CCCN1CCCC1=O (stereo not given)	-8.8	16.5
CCOC(=O)[C@]12CCCC=C1N(Cc1ccccc1)C(=O)[C@H](CC(=O)N1CCCCCC1)C2	-2.4	0.6
Cc1ccc2nc(CN(C)C(=O)[C@@H](Cc3ccccc3)NC(=O)[C@H]3O[C@@H](n4cnc(C(N)=O)n4)[C@H](O)[C@@H]3O)[nH]c2c1	-21.4	0.5
Cc1cccc(-c2ccc([N+](=O)[O-])cc2CN2CCN(c3ncc(Cc4ccccc4)cn3)CC2)c1	-17.6	-1.7
C[C@@H]1O[C@H](C2CCCCC2)Cc2[nH][nH]c(=O)c21	-1.5	0.3
COc1ccc(-c2ncn(CCc3ccccc3OC)c2CC(C)C)cc1	32.9	21.3
O=C1NC[C@H](CCCCN2C[C@H](Cc3ccc(O)cc3)N(CCC3CCCCC3)C(=O)C2=O)N(CCc2ccc(O)cc2)C1=O	-14.4	5.9
Cc1cc(C)cc(Cn2cc(CN3CC(N(C)C)CS3(=O)=O)nn2)c1 (stereo not given)	8.3	5.6
O=C1Nc2ccccc2C1=NN=Cc1ccco1	-11.4	0.5
CC(C)[C@@H]1Cc2[nH][nH]c(=O)c2[C@H](CCc2ccccc2)O1	-10.1	8.7
CCCCOCCCNC(=O)C[C@H]1C[C@@]2(C(=O)OC)C(=C[C@H](C(C)(C)C)O[C@@H]2C)N(Cc2ccccc2)C1=O	-21.5	-2.2
O=S1(=O)N[C@H](Cc2ccccc2)COc2cccc(F)c21	4.7	-1.0
O=S1(=O)CC(N2CC=CC2)CN1Cc1cn(Cc2ccccc2)nn1 (stereo not given)	-15.7	1.0
COc1ccc(C2CC(=O)C(c3ccccc3OC)=CN2Cc2ccccc2)cc1 (stereo not given)	56.3*	6.1
CCCCNC(=O)C1c2ccccc2OCC(=O)N1Cc1ccccc1 (stereo not given)	-13.7	0.7
CCOC(=O)N(C)[C@H]1C[C@H]2c3[nH]c4c(-c5ccccc5)cccc4c3CCN2C(=O)[C@H]1[C@H](C)O	13.1	3.1
CC1(C(=O)Nc2ccc3c(c2)OCCO3)CN(S(C)(=O)=O)CC(=O)N1CCCN1CCOCC1 (stereo not given)	-7.7	0.8

The final 5 records of the part before lead into the next:
SMILES	TAAR1 antagonist	TAAR1 agonist
O=S1(=O)CC(N2CC=CC2)CN1Cc1cn(Cc2ccccc2)nn1 (stereo not given)	-15.7	1.0
COc1ccc(C2CC(=O)C(c3ccccc3OC)=CN2Cc2ccccc2)cc1 (stereo not given)	56.3*	6.1
CCCCNC(=O)C1c2ccccc2OCC(=O)N1Cc1ccccc1 (stereo not given)	-13.7	0.7
CCOC(=O)N(C)[C@H]1C[C@H]2c3[nH]c4c(-c5ccccc5)cccc4c3CCN2C(=O)[C@H]1[C@H](C)O	13.1	3.1
CC1(C(=O)Nc2ccc3c(c2)OCCO3)CN(S(C)(=O)=O)CC(=O)N1CCCN1CCOCC1 (stereo not given)	-7.7	0.8
CC(=O)N(c1nc2ccccc2s1)N1C(=O)c2ccccc2C1=O	-39.0	0.9
Cc1ccc(C(=O)N2CCC[C@@H]2C(=O)N2CCC[C@H]2C(=O)NCc2ccccc2)cc1	-1.7	-2.4
CCOC(=O)[C@]12CCC=C1N(Cc1ccc(Cl)cc1Cl)C(=O)[C@H](CC(=O)N1CCOCC1)C2	-3.3	5.3
CC(C)CN1C(=O)CN(S(C)(=O)=O)CC1(C)C(=O)NC(C)C (stereo not given)	-5.0	1.3
C=CCN=C1NC(c2cccc(F)c2)C(C(=O)OC)=C(C)N1Cc1cccc(C(F)(F)F)c1 (stereo not given)	92.4*	106.6*
C#CCNC(=O)C[C@@H]1C[C@@]2(C(=O)OC)CC(C)(C)CC=C2N(Cc2ccco2)C1=O	7.8	-0.6
CN(C(=O)c1cccc(NC(=O)Cc2ccc(NC(=O)C3CCN(C(=O)CCc4ccccc4)CC3)cc2)c1)C1CCCC1	-10.7	0.8
CC(C)(C)NC(=O)C(c1ccnc2ccccc12)n1c(=O)c(-c2ccco2)nc2ccccc21 (stereo not given)	2.4	-0.2
Cc1[nH]c2ccccc2c1C(=O)c1c(N)[nH]c(C(=O)c2ccccc2)c1-c1ccc(Cl)cc1	-14.3	9.7
CC(C(=O)NC(C)(C)C)n1c(-c2ccc3c(c2)OCO3)nc2ccccc21 (stereo not given)	-35.5	1.5
COCc1cc(N2CCN(C(=O)OC(C)(C)C)C[C@H]2C)ccc1N1CCS(=O)(=O)CC1	8.8	2.3
Fc1cccc(Cc2c(-c3ccccc3)nc3c4ccccc4ccn23)c1	-4.4	0.7
Cc1cccc(C2=CC(=O)CC(C)(C)C2=O)c1	-9.2	4.6
Cc1cc(Nc2cc(Cl)cc(Cl)c2)cc(=O)n1-c1cc(Cl)cc(Cl)c1	-12.8	1.4
COC(=O)CCCC[C@@H]1O[C@H](CCc2ccccc2)CC2=C1C(=O)OC(C)(C)O2	60.8*	5.8

Overlap with the part before: 3 entries; new compounds follow.
SMILES	TAAR1 antagonist	TAAR1 agonist
Cc1cccc(C2=CC(=O)CC(C)(C)C2=O)c1	-9.2	4.6
Cc1cc(Nc2cc(Cl)cc(Cl)c2)cc(=O)n1-c1cc(Cl)cc(Cl)c1	-12.8	1.4
COC(=O)CCCC[C@@H]1O[C@H](CCc2ccccc2)CC2=C1C(=O)OC(C)(C)O2	60.8*	5.8
Cc1cc2ncn(/N=C/c3cc(Br)ccc3O)c2cc1C	-7.0	6.8
COC(=O)CCCn1cc(CN2CC(N3CCCCC3)CS2(=O)=O)nn1 (stereo not given)	-7.5	0.7
Cc1cc2c(nc1C)CCCN2S(=O)(=O)c1ccc(F)cc1	1.2	-1.2
COC(=O)[C@@]12C[C@@H](CC(=O)NCc3cccc4ccccc34)C(=O)N(Cc3ccccc3)C1=CCC(C)(C)C2	-20.5	1.8
COC(=O)C1=C(C)N(Cc2ccccc2C(F)(F)F)C(=NCc2ccc(OC)cc2)NC1CCc1ccccc1 (stereo not given)	1.8	14.8
O=C(NCCN1CCC(n2c(=O)[nH]c3ccccc32)CC1)c1ccc(Cl)cc1	11.6	2.7
CC1=C(C(=O)N2CCCCCC2)CC(CC(=O)NCCc2ccccn2)C(=O)N1Cc1ccc(C(C)(C)C)cc1 (stereo not given)	-11.2	7.2
COC[C@H]1CCCN1c1ccc2c(c1)O[C@H](COCc1ccccc1)CN([C@H](C)c1ccccc1)S2(=O)=O	-11.0	0.2
C[C@H](NC(=O)[C@@H]1CCCN1C(=O)[C@@H]1CCCN1C(=O)c1cccc2ccccc12)c1ccccc1	8.8	1.9
O=C(O)Cc1sc(Nc2ccc(Cl)cc2)nc1-c1cccs1	4.9	7.7
CSc1ccc(Oc2cccc3c2S(=O)(=O)N([C@H](C)c2ccccc2)C[C@@H](COCc2ccccc2)O3)cc1C	5.2	-0.6

Whole records as entered above. Values in the order: TAAR1 antagonist | TAAR1 agonist
`CSc1ccc(Oc2cccc3c2S(=O)(=O)N([C@H](C)c2ccccc2)C[C@@H](COCc2ccccc2)O3)cc1C` is listed with 5.2 | -0.6
`O=C(O)Cc1sc(Nc2ccc(Cl)cc2)nc1-c1cccs1` is listed with 4.9 | 7.7
`Cc1cc2c(nc1C)CCCN2S(=O)(=O)c1ccc(F)cc1` is listed with 1.2 | -1.2
`COC[C@H]1CCCN1c1ccc2c(c1)O[C@H](COCc1ccccc1)CN([C@H](C)c1ccccc1)S2(=O)=O` is listed with -11.0 | 0.2
`COC(=O)CCCn1cc(CN2CC(N3CCCCC3)CS2(=O)=O)nn1` (stereo not given) is listed with -7.5 | 0.7

Bioassay records: PubChem, The Scripps Research Institute Molecular Screening Center
